# Assay outcomes as filed in PubChem BioAssay.
# Autophagy HCS: autophagy modulators in MEF cells, primary screen, imaging, high-content, MEF GFP-LC3 | MEF GFP-LC3 puncta imaging; test concentration mostly 10 µM | calls only at 10 µM (by protocol) | 190,000 tested, 0.98% active | AID 463193, 2010;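 active = percentage of spot-positive cells more than 3 SD above its plate mean, without a fluorescence outlier flag or 80% toxicity; inconclusive = no clear call, values can overlap the other calls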;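 also: spot-positive cell cutoff set from DMSO-treated cells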
# UTI89 phage lysis: inhibition of K1F phage lysis, E. coli UTI89, bacterial capsule biogenesis inhibitors, alamar blue (AID 488966) | E. coli UTI89 K1F phage lysis, alamar blue, 2 h; higher % means a stronger effect | 340,000 tested, 0.02% active | inhibition, % at 100 µM; hits with a dose series show IC50 in µM;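 active = phage lysis inhibition, versus mean bacterial control, above a set limit; inconclusive = no clear call, values can overlap the other calls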;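 also: capsule biogenesis inhibitors block K1F phage lysis so surviving cells raise fluorescence; higher fluorescence means more inhibition of phage lysis; actives were called in the ten point dose series up to 300 µM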
# RSV CPE inhibition: RSV antiviral activity via CPE protection, HEp-2 cells, primary 10 µM value included (AID 2391). HEp-2 cells, RSV-induced CPE inhibition; higher % means a stronger effect. 310,000 tested, 0.13% active. one-dose CPE inhibition, % at 10 µM; IC50 in µM for titrated hits; in the data active = a potency from the dose series; inconclusive = CPE inhibition mostly from about 23% at the one dose, without a potency; inactive = the rest, 99 in 100 with CPE inhibition below about 21%; also: strong numbers were not always called active
# WT yeast gro inh: growth inhibition of WT strain, primary screen, mitochondrial fusion inhibitor project, WT and mutant strains, chemical genetic; mitochondrial fusion phenotypic screen; AID 1362, 2008; inhibition, % at 10 µM; 190,000 tested, 2.1% active; in the data active = inhibition above about 58%; tested in S. cerevisiae
# NTR1 ag: agonists of NTR1, primary screen, imaging, U2OS cells, beta-arrestin-GFP, high content (AID 493036); Neurotensin receptor type 1 (Homo sapiens), P30989; NTR1-U2OS beta-arrestin-GFP spot imaging, agonist mode; activation, % at 20 µM; 330,000 tested, 0.17% active;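 active = activation at or above 40% of the spot to cytoplasm intensity ratio, with at least 20 cells analyzed; inconclusive = wells under 20 cells, flagged as cytotoxic or low count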;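 also: 0% = DMSO without peptide and 100% = 100 nM NTR1 peptide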
# Target sequence (P30989 whole entry, looked up): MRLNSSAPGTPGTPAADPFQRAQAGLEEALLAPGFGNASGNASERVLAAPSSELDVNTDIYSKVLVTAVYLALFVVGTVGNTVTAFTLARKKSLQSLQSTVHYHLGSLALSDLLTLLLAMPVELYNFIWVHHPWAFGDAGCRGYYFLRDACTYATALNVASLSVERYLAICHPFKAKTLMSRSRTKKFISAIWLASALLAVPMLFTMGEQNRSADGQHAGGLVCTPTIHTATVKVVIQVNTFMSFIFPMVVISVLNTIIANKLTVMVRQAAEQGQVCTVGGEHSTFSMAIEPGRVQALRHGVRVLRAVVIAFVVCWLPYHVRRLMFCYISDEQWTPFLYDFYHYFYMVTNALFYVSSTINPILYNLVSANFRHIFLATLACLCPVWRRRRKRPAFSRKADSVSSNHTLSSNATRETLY
# AID2073: inhibitors of Mint1-CaV2.2 protein interaction, biochemical, HTRF (AID 2073) | HTRF protein-protein interaction, Mint1-CaV2.2; higher % means a stronger effect | Voltage-dependent N-type calcium channel subunit alpha-1B (Homo sapiens) | 290,000 tested, 0.19% active | inhibition, % at 20 µM, or IC50 in µM where a hit was titrated; in the data active = inhibition mostly above about 51%, no sharp cut-off; inconclusive = no clear call, values can overlap the other calls; inactive = mostly below about 53%; also: some results filed as inactive read as strong as hits
# Dengue-2 NS5 capping: Dengue-2 NS5 methyltransferase inhibitors, primary screen, biochemical, confirmation dose response (AID 588689); one-dose inhibition, % at 25 µM; IC50 in µM for titrated hits; Genome polyprotein (Dengue virus type 2 (strain 16681-PDK53)); 340,000 tested, 0.3% active; Dengue-2 NS5 methyltransferase capping enzyme assay, biochemical; higher % means a stronger effect; in the data active = a potency from the dose series; inconclusive = inhibition above about 29% without an active follow-up result
# LYP inhibition: inhibitors of LYP phosphatase, biochemical, fluorescence intensity, uHTS (AID 1779); recombinant LYP phosphatase, fluorescence intensity; higher % means a stronger effect; inhibition, % at 11.5 µM; hits with a dose series show IC50 in µM; 290,000 tested, 0.054% active; in the data active = inhibition above about 50%;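 also: plate controls were vehicle with enzyme for no effect and no enzyme for full effect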
# GPR35 arrestin U2OS: GPR35 antagonists blocking zaprinast-driven arrestin recruitment, primary screen, imaging, U2OS, beta-arrestin-GFP, zaprinast agonist (AID 2058) | G-protein coupled receptor 35 (Homo sapiens) | U2OS GPR35 beta-arrestin-GFP translocation imaging, zaprinast antagonism; higher % means a stronger effect | inhibition, % at 10 µM; hits with a dose series show IC50 in µM | 290,000 tested, 0.052% active;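 active = inhibition of at least 50% with at least 30 cells and total cytoplasm GFP at most 10,000,000; inconclusive = under 30 cells or total GFP of 10,000,000 plus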
# WT yeast gro inh mutant strain: also measured in WT yeast gro inh; calls as there; inhibition, %; mitochondrial fusion phenotypic screen, mutant strain inhibition
# Autophagy HCS cell loss 18 h: second read-out of Autophagy HCS, no call of its own (marks repeat the call); toxicity, %; measured here: cell loss, nuclei count;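 cell loss after 18 h compound exposure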
# NTR1 ag cell count 20 µM: further read-out of NTR1 ag, marked with its call; cell count; measured here: cell count, cytotoxicity flag
# Dengue-2 NS5 capping pilot replicate: recorded beside Dengue-2 NS5 capping, whose call it bears; inhibition, %; measured here: pilot screen replicate inhibition
# Numbers without * were called inactive; i = inactive; ? = inconclusive; · = not tested or not shown; + = active, no number; [ ] = remark or other dose.
SMILES,Autophagy HCS,Autophagy HCS cell loss 18 h,UTI89 phage lysis,RSV CPE inhibition,WT yeast gro inh,WT yeast gro inh mutant strain,NTR1 ag,NTR1 ag cell count 20 µM,AID2073,Dengue-2 NS5 capping,LYP inhibition,GPR35 arrestin U2OS,others
O=C(CCCCCN1C(=O)c2cccc([N+](=O)[O-])c2C1=O)Nc1ccccc1F,·,·,0.0%,-0.1%,·,·,0.3,59,-2%,-5%,-9%,10%,
CCOc1ccc(S(=O)(=O)N2CCC(C(=O)NCCN3CCOCC3)CC2)cc1C,·,·,-0.2%,3.0%,·,·,1.8,52,-2%,-6%,-4%,-11%,
Nn1c(SCC(=O)Nc2ccc3c(c2)OCO3)nnc1-c1ccc(Cl)cc1,i,-2,0.3%,3.0%,0,-5,5.8,62,2%,-5%,-6%,-1%,
CC(C)N(C(=O)CS(=O)(=O)c1ccc(Cl)c(Cl)c1)C(C)C,i,-26,-0.2%,-1.0%,0,-1,-0.7,91,5%,4%,0%,7%,
CN(CC(=O)Nc1ccc(F)cc1)C(=O)CN1C(=O)c2cccc([N+](=O)[O-])c2C1=O,·,·,0.6%[50 µM],1.6%,·,·,0.1,51,·,-1%,·,·,
COc1cc(/C=N/n2nnnc2Nc2ccccc2)cc(OC)c1OC,i,-2,1.0%[50 µM],3.9%,3,-9,7.9,79,4%,-11%,8%,0%,
CCC1Oc2ccc(C)cc2N(CC(=O)N2CCN(c3ccc(F)cc3)CC2)C1=O (centres undefined),i,9,·,-0.2%,10,2,2.7,58,0%,·,-2%,-9%,
O=C(/C=C/c1c[nH]c2ccccc12)c1cccc2ccccc12,i,11,1.7%,9.1%,61*,25*,12,30,-22%,-16%,-9%,-10%,
COc1ccc(Cl)cc1NS(=O)(=O)c1cccc(C(=O)NC2CCC(O)CC2)c1 (centres undefined),·,·,0.3%[50 µM],-0.4%,·,·,0.6,48,·,-7%,·,·,
CCn1ccnc1CNC(=O)CC1C(=O)NCCN1CC(c1ccccc1)c1ccccc1 (centres undefined),i,-43,0.8%,-1.6%,1,21,1.9,56,-10%,-1%,-7%,-2%,
CC(=O)c1cccc(OCC(=O)Nc2cccc(C(=O)Nc3c(C)n(C)n(-c4ccccc4)c3=O)c2)c1,·,·,0.4%[50 µM],-0.5%,·,·,1.6,60,·,-8%,·,·,
OCCNCc1cc(Br)ccc1OCc1ccc(F)cc1,i,-2,-0.3%,0.4%,-1,-5,1.4,53,-1%,-10%,-10%,-16%,
COc1ccc(C)cc1-n1nnnc1SCc1csc(C)n1,i,-20,0.0%,-1.0%,4,22,-1.2,90,0%,-4%,5%,-2%,
Cc1ccc(-c2[nH]nc3c2C(c2cccnc2)C(C#N)=C(N)O3)cc1 (centres undefined),i,9,-0.3%,1.0%,-15,-17,0.7,56,13%,-3%,3%,-5%,
Cc1ccc(NC(=O)c2ccc(CSc3nnc(C)s3)cc2)c(C)c1,i,11,0.0%,2.7%,-18,-8,-0.8,29,-1%,-4%,-7%,-8%,
Cn1c(=O)c2c(nc(CN3CCN(c4ccccc4)CC3)n2Cc2ccccc2Cl)n(C)c1=O,i,-1,1.1%,·,-1,14,·,·,39%,-5%,-1%,-10%,
Cc1ccccc1-n1ccnc1SCC(=O)NCc1ccco1,i,-1,0.1%,-1.2%,-14,-11,0.5,68,5%,-5%,-5%,9%,
CCCCCCOC(=O)Cc1c(C)nc(N)[nH]c1=O,·,·,-0.1%,-0.5%,·,·,-1.2,63,8%,2%,-5%,6%,
C=CCN1C(=O)C2(C(C#N)=C(N)Oc3n[nH]c(CCC)c32)c2ccccc21 (centres undefined),i,-4,0.3%,0.6%,-13,-2,-2.3,50,-3%,-1%,0%,-10%,
CCC(C)NC(=O)c1csc2c1CCCCC2 (centres undefined),i,-7,1.4%,1.4%,-11,-13,-2.8,106,-2%,-7%,-6%,-2%,
O=c1[nH]c(/C=C2\C=Nc3ccccc32)c(O)n1Cc1ccccc1F,+,14*,0.3%,109%,5,11,20,52,6%,-9%,1%,-8%,
COc1ccc(C)cc1-n1[nH]nnc1=S,i,12,4.2%,1.8%,-5,-12,0.2,60,36%,1%,-4%,2%,
Cc1ccc(NS(=O)(=O)c2ccc(C(=O)N3CCOCC3)cc2)cc1,·,·,0.4%[50 µM],0.1%,·,·,-0.5,52,·,5%,·,·,
CC(C)C(=O)NS(=O)(=O)c1ccc(N)cc1,i,34,-0.2%,0.9%,-6,10,0.5,39,-4%,-2%,-7%,11%,
Cc1c(NC(=O)CSc2nc(N)cc(N)n2)c(=O)n(-c2ccccc2)n1C,·,·,0.1%[50 µM],0.6%,·,·,1.2,51,·,7%,·,·,
Cc1cc(F)ccc1NS(=O)(=O)c1cccc2nsnc12,·,·,0.0%,0.7%,·,·,1.6,62,4%,-6%,-5%,5%,
CC1CCN(c2nc3c(c(=O)n(C)c(=O)n3C)n2Cc2ccccc2)CC1,i,5,3.2%,2.8%,42,42,2.6,48,11%,-1%,5%,0%,
COC(=O)CNC(=O)COC(=O)c1ccc(Cl)nc1,i,-6,0.4%,2.3%,19,9,-1.5,54,18%,-1%,-8%,2%,
COc1ccc2c(CC(=O)Nc3ccccc3N3CCOCC3)coc2c1,·,·,0.2%,8.2%,·,·,1.7,63,-5%,-11%,-8%,18%,
COCCCN1C(=O)C(=O)/C(=C(/O)c2ccc(OC(C)C)cc2)C1c1cccnc1 (centres undefined),i,-4,0.2%,1.4%,-15,-1,0.2,37,7%,-3%,-5%,-10%,
O=C(COc1ccc2ccccc2c1)Nc1ccc(Cc2ccncc2)cc1,i,7,5.7%,?,-5,-29,3.3,49,2%,2%,-8%,-10%,
O=c1[nH]cnc2c1c(-c1ccccc1)cn2-c1ccc(Br)cc1,i,6,2.7%,?,71*,67*,26,60,-8%,-2%,4%,-19%,
Cc1cccc2c(=O)c(C(=O)N3CCCCCC3)c[nH]c12,i,11,-0.3%,0.7%,13,-7,2.2,113,12%,-11%,-11%,6%,
CCOC(=O)c1cnc(SCCc2ccccc2)nc1N,i,-3,0.3%,5.2%,22,21,-0.6,78,-9%,2%,-3%,-2%,
O=C(NC(=S)Nc1ccc(S(=O)(=O)Nc2ncccn2)cc1)c1cccc(Br)c1,i,23,-1.9%,-0.3%,-20,2,0.1,44,2%,-1%,4%,-16%,
COc1cc(CCC(=O)N2CC(C)OC(C)C2)cc(OC)c1OC (centres undefined),·,·,0.1%,0.1%,·,·,1.1,57,15%,-1%,-10%,-18%,
COc1cc(OC)cc(C(=O)NCCSCc2ccc(Cl)cc2)c1,·,·,2.5%,1.1%,·,·,1.2,76,6%,-5%,-7%,-11%,
Cc1ccccc1NC(=S)NCC(c1cccnc1)N(C)C (centres undefined),i,6,0.4%,0.1%,3,2,-0.3,50,-4%,3%,-5%,-16%,
O=C(Nc1nc2cc3c(cc2s1)OCO3)C1CC1,·,·,-0.7%[50 µM],1.4%,·,·,-2.3,57,6%,-4%,-2%,5%,
O=C1CCCN1c1nccs1,i,-6,0.7%,1.6%,-6,-2,-0.5,31,8%,·,-8%,-6%,
COC(=O)c1cc(NC(=O)Nc2ccccc2OC)cc(C(=O)OC)c1,i,-16,-0.2%,2.1%,10,16,3.3,70,6%,-6%,-8%,-2%,
CCOc1ccccc1NC(=O)C1CCCN(C(=O)NCc2ccccc2)C1 (centres undefined),i,7,0.5%,0.7%,17,23,-0.2,60,4%,-1%,-2%,2%,
COCCNC(=O)CN1C(=O)CSc2ncccc21,·,·,1.3%,2.0%,7,0,3.2,52,12%,-2%,-5%,-8%,
CN1C[C@@H]2C[C@@H](c3ccc(C#CC(C)(C)O)s3)N3CCC[C@@]23C1=O,i,11,0.4%,0.8%,5,-9,-0.6,95,-9%,1%,-13%,3%,
COc1cc(C#Cc2ccc3cc(CCCO)oc(=O)c3c2)cc(OC)c1,·,·,-4.1%,8.7%,·,·,15,49,·,-1%,·,·,
CCN(CC)C(=O)C1CCCN(c2ccc([N+](=O)[O-])cc2)C1 (centres undefined),i,5,0.0%,-1.6%,-10,-17,-1.1,67,12%,-2%,-1%,3%,
O=C(Nc1ccccc1)Nc1cccc2ccccc12,·,·,0.3%,6.3%,·,·,-0.5,64,0%,-13%,-3%,8%,
Cc1cc(C)c2sc(NC(=O)c3ccc(N4C(=O)CCC4=O)cc3)nc2c1,·,·,2.3%[50 µM],0.4%,·,·,0.3,49,19%,-3%,-4%,6%,
CCOC(=O)c1ccc(Nc2ccc([N+](=O)[O-])cn2)cc1,i,4,2.1%[50 µM],1.1%,-11,-24,3.0,36,30%,3%,-7%,9%,
CC(Sc1nccn1C)C(=O)Nc1ccc(Cl)cn1 (centres undefined),·,·,1.1%[50 µM],1.8%,·,·,0.1,67,·,-3%,·,·,
CC1CCCC(C)N1C(=S)NCc1ccco1 (centres undefined),·,·,-2.4%,0.5%,·,·,0.3,53,-21%,-3%,-4%,-2%,
O=C(Cn1nc(C(=O)O)c2ccccc2c1=O)Nc1ccccc1C(F)(F)F,·,·,0.5%,0.5%,·,·,1.7,43,6%,-4%,-9%,-7%,
O=C(Nc1ccn(Cc2c(F)c(F)c(F)c(F)c2F)n1)c1cccc(Cn2cc([N+](=O)[O-])cn2)c1,i,43,-2.5%,-0.9%,21,26,-1.4,72,14%,0%,-6%,-1%,
COc1cc(O)c(CC=C(C)C)c(O)c1C(=O)CCc1ccc(O)cc1,·,·,3.7%,3.0%,·,·,55*,88*,7%,-7%,-6%,0%,
CCOC(=O)CSc1nc2cc(C(=O)N3CCCC3)ccc2c(=O)n1Cc1ccccc1,i,-8,-0.1%,0.7%,4,-1,-1.6,91,0%,-1%,0%,16%,
CCc1c(C)nc(N2CCN(c3ccccc3F)CC2)[nH]c1=O,·,·,-0.2%,11%,·,·,-1.5,41,5%,-1%,-3%,4%,Dengue-2 NS5 capping pilot replicate=0.0
